NCI-60 one-dose screen, 48 h, at 10 µM unless noted. Numbers give growth in % (100 = growth as untreated, 0 = no growth, -100 = all killed).
NCI-H322M – NCI-H322M lung cancer; 80,000 compounds, 2.7% hits; AID 1794733
NCI/ADR-RES – NCI/ADR-RES ovarian cells; 81,000 compounds, 4.4% hits
HCT-15 – HCT-15 colon cancer; 82,000 compounds, 5.2% hits; AID 1794746
NCI-H23 – NCI-H23 lung cancer; 80,000 compounds, 4% hits; AID 1794731
NCI-H226 – NCI-H226 lung cancer; 79,000 compounds, 3.5% hits; AID 1794732
HCT-116 – HCT-116 colon cancer; 82,000 compounds, 7.3% hits
NCI-H522 – NCI-H522 lung cancer. 78,000 compounds, 8% hits. AID 1794739
NCI-H460 – NCI-H460 lung cancer | 82,000 compounds, 6.8% hits
COLO 205 – COLO 205 colon cancer | 79,000 compounds, 7.3% hits | AID 1794742
An asterisk follows results filed as active; & = joins results of further samples; ! = repeats disagree. The calls were made as follows: active = growth percent below 10; inactive = the rest.

Start of the data: the first two records, to show the layout:
`Oc1ccc2ccccc2c1CN1CC2CCC(CC2)C1` gave NCI-H322M 108, NCI/ADR-RES 98, HCT-15 107, NCI-H23 92, NCI-H226 105, HCT-116 105, NCI-H522 101, NCI-H460 104 and COLO 205 102.
Screening N#Cc1cc(C(F)(F)F)cc(C(F)(F)F)c1 returned NCI-H322M 100, NCI/ADR-RES 106, HCT-15 105, NCI-H23 96, NCI-H226 108, HCT-116 105, NCI-H522 102, NCI-H460 112 and COLO 205 110.

The list itself, from the first entry:
`Oc1ccc2ccccc2c1CN1CC2CCC(CC2)C1` gave NCI-H322M 108, NCI/ADR-RES 98, HCT-15 107, NCI-H23 92, NCI-H226 105, HCT-116 105, NCI-H522 101, NCI-H460 104 and COLO 205 102.
Screening N#Cc1cc(C(F)(F)F)cc(C(F)(F)F)c1 returned NCI-H322M 100, NCI/ADR-RES 106, HCT-15 105, NCI-H23 96, NCI-H226 108, HCT-116 105, NCI-H522 102, NCI-H460 112 and COLO 205 110.
For CSc1nc(NCCO)c(C#N)c(-c2cccc(N)c2)n1 the results were NCI-H322M 98, NCI/ADR-RES 100, HCT-15 98, NCI-H23 90, NCI-H226 93, HCT-116 99, NCI-H522 87, NCI-H460 100 and COLO 205 108.
CCOC(=O)c1cc(-c2cccnc2)nc2c(Cl)cc(Cl)cc12 was read as NCI-H322M 84, NCI/ADR-RES 94, HCT-15 97, NCI-H23 90, NCI-H226 99, HCT-116 56, NCI-H522 94, NCI-H460 106 and COLO 205 121.
`Cc1cc(Cc2ccc(Cl)cc2)ccc1OC(=O)c1ccc(Cl)cc1` gave NCI-H322M 114, NCI/ADR-RES 93, HCT-15 93, NCI-H23 113, NCI-H226 110, HCT-116 72, NCI-H522 80, NCI-H460 106 and COLO 205 128.
`Clc1ccc(-c2c3ccc(=[N+]4CCCCC4)cc-3oc3cc(N4CCCCC4)ccc23)cc1` gave NCI-H322M -88*, NCI/ADR-RES -66*, HCT-15 -77*, NCI-H23 -85*, NCI-H226 -88*, HCT-116 -97*, NCI-H522 -88*, NCI-H460 -76* and COLO 205 -71*.
O=C1NN=C(c2ccccc2)C1Cc1ccccc1 (stereo not given) was read as NCI-H322M 113, NCI/ADR-RES 106, HCT-15 98, NCI-H23 103, NCI-H226 97, HCT-116 103, NCI-H522 94, NCI-H460 106 and COLO 205 110.
For CN(C)c1ccc(NC(=O)c2cc3ccccc3cc2O)cc1 the results were NCI/ADR-RES 92, HCT-15 82, NCI-H23 90, NCI-H226 102, HCT-116 92, NCI-H522 80, NCI-H460 89 and COLO 205 104.
Screening COc1ccc(CCN2C(CC(=O)c3ccccc3)CCCC2CC(=O)c2ccccc2)cc1OC (stereo not given) returned NCI/ADR-RES 101, HCT-15 114, NCI-H23 108, NCI-H226 109, HCT-116 91, NCI-H522 103, NCI-H460 109 and COLO 205 121.
`O=C(CSc1nc2sc3c(c2c(=O)n1-c1ccc(Cl)cc1)CCCC3)NNC(=O)Nc1c(Cl)cccc1Cl` gave NCI-H322M 97, NCI/ADR-RES 109, HCT-15 101, NCI-H226 96, HCT-116 113, NCI-H522 104, NCI-H460 108 and COLO 205 117.
`O=C(Nc1ncccc1OCc1ccccc1)NC12CC3CC(CC(C3)C1)C2` gave NCI-H322M 89, NCI/ADR-RES 90, HCT-15 86, NCI-H23 83, NCI-H226 87, HCT-116 97, NCI-H522 80, NCI-H460 81 and COLO 205 107.
`COc1cccc2cc(C(=O)CSc3nnnn3-c3ccccc3)c(=O)oc12` gave NCI-H322M 103, NCI/ADR-RES 111, HCT-15 107, NCI-H23 111, NCI-H226 95, HCT-116 93, NCI-H522 90, NCI-H460 112 and COLO 205 110.
`COc1ccc(C2CC(c3cccs3)=NN2c2ccc(S(=O)(=O)NC(=O)NCc3cccc(OC)c3)cc2)cc1` (stereo not given) gave NCI-H322M 102, NCI/ADR-RES 103, HCT-15 102, NCI-H23 98, NCI-H226 110, HCT-116 99, NCI-H522 87, NCI-H460 109 and COLO 205 -63*.
Screening Oc1ccc(Cl)cc1/C=N/N1CCCCCC1 returned HCT-15 84, NCI-H226 90, HCT-116 86, NCI-H522 99, NCI-H460 108 and COLO 205 121.
For CCN(CC)C(=O)CCN1C(=O)/C(=C/c2ccc(O)cc2)SC1=S the results were NCI-H322M 99, NCI/ADR-RES 93, HCT-15 83, NCI-H23 93, NCI-H226 92, HCT-116 93, NCI-H522 63, NCI-H460 105 and COLO 205 131.
For O=C(O)CCCCCn1c(-c2ccc(Cl)cc2)nc(-c2ccccc2)c1-c1ccccc1 the results were NCI-H322M 88, NCI/ADR-RES 89, HCT-15 80, NCI-H23 88, NCI-H226 84, HCT-116 95, NCI-H522 81, NCI-H460 94 and COLO 205 112.
Screening CN(C)CCCNc1c2ccc(Cl)cc2nc2c1oc1ccccc12 returned NCI-H322M -9.4*, NCI/ADR-RES 2.8*, HCT-15 -21*, NCI-H226 1.6*, HCT-116 -20*, NCI-H522 2.4*, NCI-H460 -3.3* and COLO 205 1.5*.
For NC(N)=Nc1ccc2ccccc2c1 the results were NCI-H322M 104, NCI/ADR-RES 93, HCT-15 108, NCI-H23 98, HCT-116 78, NCI-H522 66, NCI-H460 101 and COLO 205 95.
Screening Cc1ccc(C(=O)/C=C/c2coc(-c3ccc(Cl)cc3)n2)cc1 returned NCI-H322M 99, NCI/ADR-RES 99, HCT-15 102, NCI-H23 92, NCI-H226 82, HCT-116 92, NCI-H522 85, NCI-H460 95 and COLO 205 91.
O=C1NC(=S)S/C1=C/c1ccc2c(c1)OCO2 was read as NCI-H322M 99, NCI/ADR-RES 92, HCT-15 103, NCI-H23 85, NCI-H226 100, HCT-116 91, NCI-H522 109, NCI-H460 114 and COLO 205 104.
For Cc1nc2[nH]c(=S)[nH]c(=O)c2nc1C the results were NCI-H322M 116, NCI/ADR-RES 104, HCT-15 107, NCI-H23 99, NCI-H226 109, HCT-116 95, NCI-H522 65, NCI-H460 113 and COLO 205 122.
`c1ccc2sc(SSN3CCOCC3)nc2c1` gave NCI-H322M 113, NCI/ADR-RES 100, HCT-15 99, NCI-H23 98, NCI-H226 96, HCT-116 105, NCI-H522 94, NCI-H460 95 and COLO 205 101.
Screening CCCCc1nc2c(N)nc3ccccc3c2n1Cc1ccc(Cl)cc1 returned NCI-H322M 84, NCI/ADR-RES 69, HCT-15 60, NCI-H23 70, NCI-H226 73, HCT-116 44, NCI-H522 59, NCI-H460 68 and COLO 205 54.
Screening COc1ccc(-c2nc3n[nH]c(Nc4cccc(Cl)c4)c3c(=O)[nH]2)cc1OC returned NCI-H322M 107, NCI/ADR-RES 97, HCT-15 86, NCI-H23 92, NCI-H226 101, HCT-116 97, NCI-H522 79, NCI-H460 96 and COLO 205 92.
For CCc1ccccc1OCc1ccccc1 the results were NCI-H322M 97, NCI/ADR-RES 100, HCT-15 106, NCI-H23 107, NCI-H226 99, HCT-116 103, NCI-H522 99, NCI-H460 103 and COLO 205 104.
For O=C(CN1CCN(c2cc3c(cc2F)c(=O)c(C(=O)O)cn3C2CC2)CC1)Nc1ccc(Cl)cc1 the results were NCI-H322M 56&54, NCI/ADR-RES 97&101, HCT-15 92&83, NCI-H23 88&94, NCI-H226 97&80, HCT-116 100&73, NCI-H522 -14*!, NCI-H460 90&88 and COLO 205 109&100.
Screening COc1cc(C2CC(=O)N(c3ccc(F)cc3)C3=C2C(=O)OC3)cc(OC)c1OC (stereo not given) returned NCI-H322M 105, NCI/ADR-RES 105, HCT-15 104, NCI-H23 98, HCT-116 120, NCI-H522 95, NCI-H460 105 and COLO 205 103.
CS(=O)(=O)OCCC(=O)N1CCN(C(=O)CCOS(C)(=O)=O)CC1 was read as NCI-H322M 118, NCI/ADR-RES 108, HCT-15 101, NCI-H23 101, NCI-H226 101, HCT-116 109, NCI-H522 102, NCI-H460 104 and COLO 205 102.
For C#Cc1ccc(-n2c(/C=C/c3ccc(OC)c(F)c3)nc3ncccc3c2=O)cc1 the results were NCI-H322M 87, NCI/ADR-RES 97, HCT-15 97, NCI-H23 99, NCI-H226 95, HCT-116 103, NCI-H522 88, NCI-H460 104 and COLO 205 117.
Nc1nnc(CSCc2ccc(Cl)cc2)s1 was read as NCI-H322M 93, NCI/ADR-RES 103, HCT-15 104, NCI-H23 103, NCI-H226 124, HCT-116 98, NCI-H522 92, NCI-H460 107 and COLO 205 118.
`CNC(=O)c1cc(Oc2ccc(NC(=O)Nc3ccc(Cl)c(OC4CCCCC4)c3)c(F)c2)ccn1` gave NCI-H322M 76, NCI/ADR-RES 48, HCT-15 38, NCI-H23 21, NCI-H226 48, HCT-116 12, NCI-H522 9.8*, NCI-H460 38 and COLO 205 33.
`CC[C@H](C)[C@H](NC(=O)[C@@H](NC(=O)[C@@H](Cc1c[nH]cn1)NC(=O)[C@@H](Cc1ccccc1)NC(=O)[C@@H]1CCCN1C(=O)[C@@H](Cc1ccccc1)NC(=O)[C@H](C)NC(=O)[C@H](CCCCN)NC(=O)[C@@H](CS)NC(=O)[C@@H](Cc1ccccc1)NC(=O)[C@@H](NC(C)=O)[C@@H](C)O)[C@@H](C)CC)C(=O)N[C@H](CCCNC(=N)N)C(=O)N[C@H](CCCNC(=N)N)C(=O)N[C@H](CCCNC(=N)N)C(=O)N[C@H](CCCNC(=N)N)C(=O)N[C@H](CCCNC(=N)N)C(=O)N[C@H](CCCNC(=N)N)C(=O)N[C@H](CCCNC(=N)N)C(=O)N[C@H](CCCNC(=N)N)C(=O)O` gave NCI-H322M 105, NCI/ADR-RES 98, HCT-15 93, NCI-H23 92, NCI-H226 102, HCT-116 70, NCI-H522 101, NCI-H460 73 and COLO 205 92.
`COC(=O)C1CC=C(C)CC1` (stereo not given) gave NCI-H322M 112, NCI/ADR-RES 99, HCT-15 121, NCI-H23 107, NCI-H226 112, HCT-116 103, NCI-H522 103, NCI-H460 110 and COLO 205 108.
`COc1ccc(C(C#N)c2ccc(OC)c(OC)c2)cc1` (stereo not given) gave NCI-H322M 101, NCI/ADR-RES 88, HCT-15 96, NCI-H23 90, NCI-H226 98, HCT-116 96, NCI-H522 84, NCI-H460 105 and COLO 205 113.
CCN(CC)c1ccc(-c2nc3c4ccccc4c4ccccc4c3o2)c(O)c1 was read as NCI-H322M 94, NCI/ADR-RES 89, HCT-15 35, NCI-H23 86, NCI-H226 94, HCT-116 83, NCI-H522 80, NCI-H460 85 and COLO 205 87.
`COc1ccc(C2C3Cc4cc(OC)c(OC)cc4C3=NN2C(=O)Nc2c(C)cccc2C)cc1OC` (stereo not given) gave NCI-H322M 93, NCI/ADR-RES 90, HCT-15 93, NCI-H23 105, NCI-H226 107, HCT-116 92, NCI-H522 82, NCI-H460 93 and COLO 205 113.
Screening COc1ccc(/C=C/c2nc(NNC(=O)Nc3ccccc3)c3ccccc3n2)cc1 returned NCI-H322M 40, NCI/ADR-RES 80, HCT-15 64, NCI-H23 90, NCI-H226 82, HCT-116 80, NCI-H522 72, NCI-H460 78 and COLO 205 68.
For Oc1ccc(-c2ccccc2)cc1O the results were NCI-H322M 93, NCI/ADR-RES 100, HCT-15 100, NCI-H23 91, NCI-H226 101, HCT-116 95, NCI-H522 73, NCI-H460 97 and COLO 205 116.
`O=C(NS(=O)(=O)c1ccc(Cl)cc1)n1ccc2cc(Br)cnc21` gave NCI-H322M 97, NCI/ADR-RES 107, HCT-15 102, NCI-H23 98, NCI-H226 95, HCT-116 99, NCI-H522 88, NCI-H460 121 and COLO 205 121.

Part of the list above in order of count of non-hydrogen atoms, ascending:
For Oc1ccc(-c2ccccc2)cc1O the results were NCI-H322M 93, NCI/ADR-RES 100, HCT-15 100, NCI-H23 91, NCI-H226 101, HCT-116 95, NCI-H522 73, NCI-H460 97 and COLO 205 116.
For CCc1ccccc1OCc1ccccc1 the results were NCI-H322M 97, NCI/ADR-RES 100, HCT-15 106, NCI-H23 107, NCI-H226 99, HCT-116 103, NCI-H522 99, NCI-H460 103 and COLO 205 104.
`COc1ccc(C(C#N)c2ccc(OC)c(OC)c2)cc1` (stereo not given) gave NCI-H322M 101, NCI/ADR-RES 88, HCT-15 96, NCI-H23 90, NCI-H226 98, HCT-116 96, NCI-H522 84, NCI-H460 105 and COLO 205 113.
`O=C(NS(=O)(=O)c1ccc(Cl)cc1)n1ccc2cc(Br)cnc21` gave NCI-H322M 97, NCI/ADR-RES 107, HCT-15 102, NCI-H23 98, NCI-H226 95, HCT-116 99, NCI-H522 88, NCI-H460 121 and COLO 205 121.
CS(=O)(=O)OCCC(=O)N1CCN(C(=O)CCOS(C)(=O)=O)CC1 was read as NCI-H322M 118, NCI/ADR-RES 108, HCT-15 101, NCI-H23 101, NCI-H226 101, HCT-116 109, NCI-H522 102, NCI-H460 104 and COLO 205 102.
For C#Cc1ccc(-n2c(/C=C/c3ccc(OC)c(F)c3)nc3ncccc3c2=O)cc1 the results were NCI-H322M 87, NCI/ADR-RES 97, HCT-15 97, NCI-H23 99, NCI-H226 95, HCT-116 103, NCI-H522 88, NCI-H460 104 and COLO 205 117.
Screening COc1ccc(/C=C/c2nc(NNC(=O)Nc3ccccc3)c3ccccc3n2)cc1 returned NCI-H322M 40, NCI/ADR-RES 80, HCT-15 64, NCI-H23 90, NCI-H226 82, HCT-116 80, NCI-H522 72, NCI-H460 78 and COLO 205 68.
For O=C(CN1CCN(c2cc3c(cc2F)c(=O)c(C(=O)O)cn3C2CC2)CC1)Nc1ccc(Cl)cc1 the results were NCI-H322M 56&54, NCI/ADR-RES 97&101, HCT-15 92&83, NCI-H23 88&94, NCI-H226 97&80, HCT-116 100&73, NCI-H522 -14*!, NCI-H460 90&88 and COLO 205 109&100.
